Growth percent in the NCI-60 one-dose screen (48 h, 10 µM unless noted): 100 = growth as untreated, 0 = no growth, -100 = all killed.
UO-31: UO-31 renal cancer; 81,000 tested, 5.2% active
TK-10: TK-10 renal cancer cells | 81,000 tested, 3.9% active
SN12C: SN12C renal cancer cells; AID 1794767; 81,000 tested, 3.8% active
U251: U251 CNS tumor cells; 80,000 tested, 5.4% active; AID 1794753
A498: A498 renal cancer cells | 76,000 tested, 5.4% active | AID 1794774
CAKI-1: CAKI-1 renal cancer. AID 1794772. 75,000 tested, 4.7% active
RXF 393: RXF 393 renal cancer cells; 77,000 tested, 6.9% active
786-0: 786-0 renal cancer cells | 81,000 tested, 5.1% active
ACHN: ACHN renal cancer; 81,000 tested, 4.9% active; AID 1794771
* hit, by the source's call; x = no result given; & = joins results of further samples. The calls were made as follows: active = growth percent below 10; inactive = the rest.

SMILES	UO-31	TK-10	SN12C	U251	A498	CAKI-1	RXF 393	786-0	ACHN
Brc1ccc(-c2nnc(CSc3nnc(-c4ccncc4)o3)o2)cc1	66.8	118.2	103.8	102.5	115.3	89.4	x	99.8	98.5
CCCCCC(CCC)COC(=O)c1ccc(C)cc1 (stereo not drawn)	90.3	91.6	x	99.2	107.0	93.6	119.7	97.9	94.2
C[n+]1ccc(CCSc2ccccc2)cc1	93.0	x	98.4	87.3	32.7	101.5	100.6	100.3	106.0
O=C(O)CCCCCC1CCCCC1	88.6	96.1	98.0	105.2	68.6	100.5	95.8	99.9	106.7
O=C(NO)c1ccc(Cn2c3c(c4ccccc42)CS(=O)(=O)CC3)cc1	71.2	79.9	85.4	87.4	89.6	x	93.3	102.7	98.2
COc1cc2c(cc1OC)C(Sc1ccc(F)cc1)c1c(nc(N)c(C#N)c1N)O2 (stereo not drawn)	-98.1*	-30.1*	-86.5*	-77.5*	-42.8*	-58.4*	x	-72.3*	-99.3*
N=C(N)SCc1ccc(Cl)cc1Cl	64.9&88.2	95.2&93.7	81.9&98.5	83.8&101.4	90.5&94.7	96.7	108.2	84.1&102.8	85.4&106.1
COc1ccc(C2=C(C#N)C(=O)N3C(=S)N(c4ccccc4)C(=O)C23)cc1 (stereo not drawn)	89.5	93.1	97.9	95.4	82.0	102.7	96.1	87.7	101.3
CC(=O)Oc1cc(CN(Cc2ccccc2)C(C)=O)c(OC(C)=O)cc1CN(Cc1ccccc1)C(C)=O	100.2	96.5	105.4	97.5	85.6	x	116.7	96.3	107.9
CC1(C)CC[C@]2(C(=O)O)CC[C@]3(C)C(=CC[C@@H]4[C@@]5(C)C/C(=C/c6ccccc6)C(=O)C(C)(C)[C@@H]5CC[C@]43C)[C@@H]2C1	80.8	99.7	99.1	85.9	97.4	70.4	74.9	79.6	91.4
Nc1nnc(CSCc2ccc(Cl)cc2)s1	88.4	101.5	106.4	96.9	93.1	92.7	175.1	95.7	108.0
C=CCn1c(C)nc2ccc(Nc3nc(NCCO)nc4ccccc34)cc21	92.6	124.1	87.6	98.5	78.3	99.0	116.4	95.7	103.6
OCC1OC(n2cnc3ccccc32)CC1O (stereo not drawn)	88.6	94.4	130.8	111.9	135.2	72.1	117.0	111.7	115.6
CCN(CC)CCOc1cc2c(cc1OC)CCC2=O	93.8	94.5	101.9	104.3	106.1	x	106.0	89.0	102.9
C=CCc1ccc(C=O)c(O)c1	93.4	104.5	101.7	103.2	108.0	111.3	101.3	110.6	101.8
CCOC(=O)C1=C(N)Oc2c(sc3c(F)cccc23)C1c1ccc([N+](=O)[O-])cc1 (stereo not drawn)	77.2	114.2	91.9	100.4	107.1	105.8	117.1	102.4	105.9
N=C1C=C(N)C(=O)c2ccccc21	-86.3*	-67.5*	-66.9*	-72.1*	x	-47.7*	-97.1*	-99.6*	-81.6*
c1ccc2c3c(ccc2c1)OCN(C1CCCCC1)C3	66.0	115.6	102.1	108.2	103.6	112.4	100.6	110.2	94.1
COc1ccc(C2CC(c3cccc(Nc4ccncc4)c3)=NN2c2cc(Cl)cc(Cl)c2)cc1 (stereo not drawn)	53.7	63.2	70.8	-34.4*	95.7	33.3	x	99.2	51.7
OC(c1cccs1)c1cccs1	85.5	105.9	102.0	105.0	109.9	97.8	122.8	105.5	106.8
O=C(C[n+]1ccc(-c2ccncc2)cc1)c1ccc(O)c(O)c1	91.0	95.0	99.9	106.1	110.2	100.5	113.8	104.1	103.3
CCOc1ccccc1/C=N/Nc1nc2ccccc2o1	86.5	104.4	92.2	105.0	92.1	110.3	111.7	115.8	103.1
CN(C)c1cn2c(CN3CCOCC3)nc3ccccc3c2n1	81.7	94.6	101.6	99.1	104.1	105.6	92.0	98.8	104.5
Cc1ccc(S(=O)(=O)c2nc(S(=O)(=O)c3ccc(C)cc3)c(N3CCN(C)CC3)s2)cc1	69.5	125.3	46.3	52.9	83.5	60.9	30.3	47.5	71.6
CC1OC(=O)C(C)C1=O (stereo not drawn)	95.9	90.1	102.0	93.8	98.8	97.3	108.4	104.6	106.0

Among those listed so far, these have two or more sulfur atoms.
SMILES	UO-31	TK-10	SN12C	U251	A498	CAKI-1	RXF 393	786-0	ACHN
Nc1nnc(CSCc2ccc(Cl)cc2)s1	88.4	101.5	106.4	96.9	93.1	92.7	175.1	95.7	108.0
OC(c1cccs1)c1cccs1	85.5	105.9	102.0	105.0	109.9	97.8	122.8	105.5	106.8
Cc1ccc(S(=O)(=O)c2nc(S(=O)(=O)c3ccc(C)cc3)c(N3CCN(C)CC3)s2)cc1	69.5	125.3	46.3	52.9	83.5	60.9	30.3	47.5	71.6

(listing goes on)
SMILES	UO-31	TK-10	SN12C	U251	A498	CAKI-1	RXF 393	786-0	ACHN
COc1ccc(CN2CCc3c(nc(N)nc3Sc3ccccc3OC)C2)c(OC)c1	50.8	101.3	82.8	88.0	x	95.0	96.9	82.7	91.1
N=C(N)c1ccc(OCCSCCOc2ccc(C(=N)N)cc2)cc1	70.7	60.8	37.4	48.0	51.7	51.7	105.3	80.2	74.3
O=C(Nc1cccc2c1C(=O)c1c(O)ccc(NC(=O)c3ccccc3)c1C2=O)c1ccccc1	67.1	115.6	104.7	104.5	106.5	x	100.5	117.4	93.3
O=C(OCC1OC(OC(=O)c2ccccc2)C(F)C1OC(=O)c1ccccc1)c1ccccc1 (stereo not drawn)	86.4	103.1	92.7	96.5	112.0	98.9	112.1	107.0	103.8
Nc1cccc2ncccc12	96.3	106.5	105.2	114.0	118.5	96.5	x	110.6	105.4
CCCn1cc(/C=N\N=C2\C(=O)Nc3ccc([N+](=O)[O-])cc32)c2ccccc21	96.9	118.9	91.9	71.9	98.8	x	x	99.8	94.1
Oc1c(Cl)cc(Cl)c2ccc(Cn3cc(-c4cccc(C(F)(F)F)c4)nn3)nc12	73.4	99.7	84.6	93.6	91.1	31.1	33.7	95.6	47.9
Cn1ccc(=O)nc1	73.4	94.9	81.5	77.8	98.1	73.4	92.6	109.4	-4.0*
CCOC(=O)c1[nH]c(=S)[nH]c1C	78.7	107.3	102.0	109.2	98.1	111.9	131.3	107.8	104.2
Cc1ccc2oc(=O)cc(CSc3nc4ccccc4[nH]3)c2c1	93.2	111.9	93.7	91.8	75.1	84.5	94.5	x	108.1
O=C(O)c1cn(C2CC2)c2cc(N3CCN(Cc4c(O)ccc5ccccc45)CC3)c(F)cc2c1=O	40.1	61.4	30.3	37.5	-16.6*	4.1*	-29.2*	29.5	53.9
C/C=C(\C)C(CC)(C(=O)OCC)C(=O)OCC	85.2	110.1	106.6	103.8	102.5	110.8	131.9	102.1	107.1
C#Cc1ccccc1NC(=O)c1sc2nc3c(cc2c1N)CCCCC3	85.4	117.2	98.2	99.0	94.1	x	112.8	123.3	101.5
O/N=C(\CSc1nnc(-c2cc(-c3ccc(Cl)cc3)nc3ccccc23)n1-c1ccccc1)c1ccccc1	91.6	115.1	103.6	105.5	111.4	x	118.2	95.9	102.9
Cc1cc(C)c(Br)c(C)c1C	88.4	92.0	108.4	94.5	97.0	95.9	122.8	95.4	111.6
O=c1c2ccccc2sc2c(NCc3ccccc3)nc3ccccc3c12	80.6	x	92.7	82.2	66.6	x	96.1	93.6	84.2
O=C1CCCC=C1C[N+](=O)[O-]	x	105.6	103.7	91.0	134.0	95.0	x	104.5	93.0
Clc1ccc2nnc3c4cccnc4[nH]c3c2c1	76.6	105.3	95.9	87.9	103.8	45.8	x	97.3	86.5
O=C(O)Cc1ccccc1F	x	112.1	99.7	106.4	103.0	116.6	117.1	x	100.1
Cc1ccc(C(=O)CSc2nc3ccccc3c(=O)n2CCc2ccc(S(N)(=O)=O)cc2)cc1	85.6	102.3	102.0	100.5	98.9	92.5	112.2	99.8	108.9
CCCCCN1C(=O)/C(=c2\sc3n(c2=O)C2C(NN=3)N(CCC)C(=O)N2CCC)c2ccccc21 (stereo not drawn)	85.8	114.2	88.4	80.4	x	72.7	68.6	72.0	68.8
COc1ccc(-c2nc(N)nc3c(=O)[nH]ccc23)cc1	94.6	100.9	110.9	107.2	93.1	97.8	78.5	104.0	91.8
Nc1ccc(S(=O)O)cc1	90.0	104.4	98.4	94.2	82.6	99.6	104.0	97.8	103.0
CCCCNC(=S)Nc1ccc(S(=O)(=O)Nc2ccc(Cl)nn2)cc1	70.3	118.6	92.5	109.5	76.7	81.3	92.3	103.1	96.0
Fc1ccc(-c2nc(-c3nc4ncccc4[nH]3)cc3c2[nH]c2ccccc23)cc1F	41.9	91.7	72.5	81.9	88.4	92.3	73.1	95.2	83.0

Quoted at random: 4 entries already listed
SMILES	UO-31	TK-10	SN12C	U251	A498	CAKI-1	RXF 393	786-0	ACHN
CN(C)c1cn2c(CN3CCOCC3)nc3ccccc3c2n1	81.7	94.6	101.6	99.1	104.1	105.6	92.0	98.8	104.5
O/N=C(\CSc1nnc(-c2cc(-c3ccc(Cl)cc3)nc3ccccc23)n1-c1ccccc1)c1ccccc1	91.6	115.1	103.6	105.5	111.4	x	118.2	95.9	102.9
CC1OC(=O)C(C)C1=O (stereo not drawn)	95.9	90.1	102.0	93.8	98.8	97.3	108.4	104.6	106.0
O=C1CCCC=C1C[N+](=O)[O-]	x	105.6	103.7	91.0	134.0	95.0	x	104.5	93.0

Compound profiles (already shown). Order of values: UO-31	TK-10	SN12C	U251	A498	CAKI-1	RXF 393	786-0	ACHN
Cn1ccc(=O)nc1 is entered as 73.4	94.9	81.5	77.8	98.1	73.4	92.6	109.4	-4.0*
Clc1ccc2nnc3c4cccnc4[nH]c3c2c1 is entered as 76.6	105.3	95.9	87.9	103.8	45.8	x	97.3	86.5
O=C(O)Cc1ccccc1F is entered as x	112.1	99.7	106.4	103.0	116.6	117.1	x	100.1
Cc1ccc2oc(=O)cc(CSc3nc4ccccc4[nH]3)c2c1 is entered as 93.2	111.9	93.7	91.8	75.1	84.5	94.5	x	108.1
Fc1ccc(-c2nc(-c3nc4ncccc4[nH]3)cc3c2[nH]c2ccccc23)cc1F is entered as 41.9	91.7	72.5	81.9	88.4	92.3	73.1	95.2	83.0

Additional structures.
SMILES	UO-31	TK-10	SN12C	U251	A498	CAKI-1	RXF 393	786-0	ACHN
COc1ccc(-c2nnc3c4[nH]cnc4ncn23)c(OC)c1	23.3	10.8	55.3	41.1	80.4	20.9	x	21.3	28.2
CCCC(=O)C(CCN(C)C)c1ccccn1 (stereo not drawn)	97.8	97.2	106.1	114.6	120.6	87.2	124.0	102.3	99.5
COC1OC(C(O)C(O)CO)C(O)C(O)C1O (stereo not drawn)	97.1	106.7	94.1	98.9	107.4	95.6	98.0	x	100.6
CCOC(=O)C(C(=O)OCC)C(C)C	89.8	97.5	101.9	97.6	97.5	103.2	98.1	101.2	99.9
O=C(Nc1ccc(Cc2ccc(NC(=O)Nc3nc4ccccc4s3)cc2)cc1)Nc1nc2ccccc2s1	51.2	74.0	69.9	67.2	70.1	48.9	43.4	68.5	64.6
CN(CC(=O)Nc1sc2c(c1C#N)CCCCC2)Cc1ccccc1	93.3	118.5	90.5	89.0	95.8	90.7	108.6	97.9	102.2
O=C(O)c1cccc([N+](=O)[O-])c1I	90.4	102.4	96.7	94.7	87.5	98.5	108.9	90.3	102.2
C/C(Cc1ccc(Cl)cc1)=C(/c1ccc(Cl)cc1)c1ccc(OCCN2CCCCCC2)cc1	78.8	101.2	82.0	72.1	98.5	91.2	98.0	91.0	95.7
COc1ccc(C(=O)c2cc(OC)c(OC)c(OC)c2)cc1/C=C/C(=O)c1cc(OC)c(OC)c(OC)c1	66.2	139.5	96.2	86.4	96.2	x	70.0	103.8	89.3
COc1ccc(-c2cc(C(=O)Nc3nc4ccccc4s3)nc3c(-c4ccccc4)cnn23)cc1OC	86.1	118.5	97.8	103.6	77.0	88.8	99.9	116.2	99.0
CCC(=O)c1cccc([N+](=O)[O-])c1	86.8	102.3	95.6	99.0	118.3	100.5	100.5	98.7	105.6
Cc1nn(-c2ccccc2)c2ncnc(N/N=C/c3cccc(O)c3)c12	40.7	56.4	44.4	40.8	48.2	48.7	16.6	66.7	50.6
Nc1ccc(O)c(C(=O)O)c1	67.8&92.0&101.2	98.8&110.0&133.5	98.7&102.7&82.0	101.5&100.5&74.5	108.0&88.0&107.6	99.8&102.3&106.6	127.3&115.5&92.4	94.7&101.0&98.9	82.8&108.0&99.3
CC(=O)N(NC(=O)c1ccccn1)C(C)=O	92.1	104.8	103.8	x	87.0	92.5	109.4	100.4	97.7
CCOC(=O)C1=C(C)NC(C)=C(C(=O)OCC)C1c1ccccc1	85.5	103.9	94.8	101.2	88.9	80.7	124.2	80.4	99.6
Cn1cc(-c2csc(-c3ccc(Cl)cc3)n2)c2ccccc21	94.2	104.5	100.4	102.9	102.7	119.1	114.9	94.3	98.7
COc1cc2c(c(OC)c1OC)C(=O)CC(c1cccc(NC(=O)[C@H](C)N)c1)O2 (stereo partly drawn)	94.5	107.7	103.3	103.0	94.0	88.9	94.5	101.8	100.9
N=C(N)SCc1ccc(Cl)cc1	52.8	113.8	80.5	96.9	86.1	73.5	x	93.9	90.0
Cc1ccc(-c2cc3nc(C(Cl)Cl)nc(-c4ccc(F)cc4)n3n2)cc1	105.1	89.3	105.6	90.9	x	84.3	100.8	91.1	84.7
COc1ccccc1C(=O)Nc1cccc(-c2cc(=O)c3ccccc3o2)c1	87.3	94.7	95.4	93.0	85.6	84.3	x	92.6	96.1
CCOC(=O)c1[nH]cnc1/N=N/N(C)CCO	109.7	109.9	89.1	106.1	109.0	122.8	125.8	104.6	108.3
NS(=O)(=O)c1ccc(-n2ncc3c(NNC(=O)Nc4ccc(Cl)cc4)ncnc32)cc1	88.0	95.0	106.6	94.0	107.2	x	94.1	95.6	97.6
O=C(/C(=C\c1ccccc1)CBr)c1ccccc1	86.9	x	90.2	75.9	107.9	94.1	86.5	102.6	83.8
COc1ccc(-c2nc(SCC(=O)Nc3ccc(C(=O)/C=C/c4ccc(Cl)cc4)cc3)[nH]c(=O)c2C#N)cc1	89.1	102.4	x	-15.3*	100.5	82.8	97.3	104.7	98.9
